Screening data deposited in PubChem by several laboratories.
M5 PAM: potentiates acetylcholine response at human M5 receptor; AID 624038; P08912; 360,000 compounds, 0.3% hits; activation, % at 3 µM; CHO-K1 hM5, Fluo-8 calcium, ACh EC20 PAM; 0% = ACh EC20, 100% = ACh EC100;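 active means activation above the run cutoff, the mean activation of all test compounds plus 3 SD, cut at about 18% in these data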
Target sequence (P08912 whole entry, looked up): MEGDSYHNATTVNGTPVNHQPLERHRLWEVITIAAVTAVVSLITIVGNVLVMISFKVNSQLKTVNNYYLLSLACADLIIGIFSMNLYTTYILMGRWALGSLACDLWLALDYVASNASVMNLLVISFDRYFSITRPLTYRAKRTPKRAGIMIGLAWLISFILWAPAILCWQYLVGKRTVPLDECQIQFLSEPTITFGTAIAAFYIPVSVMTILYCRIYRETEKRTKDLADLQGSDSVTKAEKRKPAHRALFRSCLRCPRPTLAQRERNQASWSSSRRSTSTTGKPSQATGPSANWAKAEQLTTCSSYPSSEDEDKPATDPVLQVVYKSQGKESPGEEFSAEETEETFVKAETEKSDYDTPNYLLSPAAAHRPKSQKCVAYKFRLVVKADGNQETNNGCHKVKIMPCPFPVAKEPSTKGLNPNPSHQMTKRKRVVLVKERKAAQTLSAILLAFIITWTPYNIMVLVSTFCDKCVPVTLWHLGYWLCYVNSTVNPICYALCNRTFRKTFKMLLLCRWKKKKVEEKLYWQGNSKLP
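System – CHO-K1 hM5 cells · Compound – 3 µM, single dose · Incubation – compound preincubation 140 s before EC20 acetylcholine addition · Technique – Fluo-8 calcium fluorescence · Measure – Max/basal fluorescence ratio as % of EC20–EC100 ACh window · Benchmarks – low control EC20 acetylcholine (0%), high control EC100 acetylcholine (100%) · Replication – singlicate, one well per test compound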
CRFR2-BP antag: blocks CRF-induced signaling of the CRF-BP/CRF-R2 complex. HEK293 CRF-R2/CRF-BP, CRF-induced calcium fluorescence. inhibition, % at 11.8 µM. 350,000 compounds, 0.59% hits. AID 588475;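 active means inhibition of the ligand-induced calcium signal above about 50% at the single tested concentration, limit read from the data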
CHRM4 antagonist: CHRM4 antagonism in calcium assay; 360,000 compounds, 0.73% hits; P08173; inhibition, % at 3 µM; AID 624125; CHO-hM4 cells, ACh EC80, Fluo-8 calcium fluorescence;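 active means inhibition above its plate's cutoff, the mean inhibition of sample wells plus 3 SD, cut at about 27% in these data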;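 further: 0% = acetylcholine EC80 with DMSO and 100% = DMSO without agonist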
Target sequence (P08173 whole entry, looked up): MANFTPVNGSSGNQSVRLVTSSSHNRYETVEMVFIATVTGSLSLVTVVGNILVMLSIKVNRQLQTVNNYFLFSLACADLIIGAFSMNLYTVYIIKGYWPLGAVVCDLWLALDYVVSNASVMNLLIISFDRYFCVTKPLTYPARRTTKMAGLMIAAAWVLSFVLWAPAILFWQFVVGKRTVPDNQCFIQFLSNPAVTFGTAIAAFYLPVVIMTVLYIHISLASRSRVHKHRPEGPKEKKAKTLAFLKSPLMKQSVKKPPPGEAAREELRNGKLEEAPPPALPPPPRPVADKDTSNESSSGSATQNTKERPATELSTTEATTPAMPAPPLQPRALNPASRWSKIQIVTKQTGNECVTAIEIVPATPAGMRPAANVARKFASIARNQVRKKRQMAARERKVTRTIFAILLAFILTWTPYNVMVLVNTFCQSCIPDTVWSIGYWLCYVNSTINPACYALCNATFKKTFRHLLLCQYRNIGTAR
M4 ag: agonists of human muscarinic M4 receptor (CHRM4) | activation, % at 3 µM | CHO-K1 hM4/Gqi5, Fluo-8 calcium fluorescence; vehicle 0%, full acetylcholine response 100% | 360,000 compounds, 0.14% hits | AID 624127;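 active means activation above the run mean over all test wells plus 3 SD, cut at about 32% in these data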;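 further: peak over basal fluorescence ratio per well then scaled between controls; 0% = DMSO wells and 100% = acetylcholine at EC100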
M4 PAM: positive allosteric modulators of human muscarinic M4 receptor; P08173; CHO-K1 hM4/Gqi5, Fluo-8 calcium fluorescence, ACh EC20; 0% = ACh EC20, 100% = maximal ACh; activation, % at 3 µM; 360,000 compounds, 0.4% hits;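 active means activation above its plate's cutoff, the mean activation of sample wells plus 3 SD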; further: some results filed as inactive read as strong as hits
CHRM5 antagonist: blocks acetylcholine activation of human M5 receptor; P08912; CHO-hM5 cells, Fluo-8 calcium fluorescence, ACh EC80; inhibition, % at 3 µM; 360,000 compounds, 0.59% hits; AID 624040;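 active means inhibition above a per-plate cutoff, the mean of that plate's test compounds plus 3 SD, cut at about 27% in these data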;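 further: 0% = acetylcholine EC80 with DMSO and 100% = DMSO without agonist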
M5 ag: agonists of human muscarinic M5 receptor (CHRM5); 360,000 compounds, 0.19% hits; CHO-K1 hM5 cells, Fluo-8 calcium fluorescence; 0% DMSO wells, 100% maximal acetylcholine response; activation, % at 3 µM; AID 624037;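 active means activation above the run's mean over test compounds plus 3 SD, cut at about 23% in these data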;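 further: signal is peak over basal fluorescence ratio across the kinetic read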
CRFR2-BP ag: agonists of human CRF-binding protein/CRF-R2 receptor complex | HEK293 CRF-R2/CRF-BP, calcium dye fluorescence (FLIPR); percent of saturating CRF peptide response | 350,000 compounds, 0.46% hits | activation, % at 13.2 µM;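 active means activation of at least 50%, plus an integration ratio under a set limit after plate pattern correction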;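 further: plate controls were neutral control wells without compound for no effect and CRF at EC100 for full effect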
M1 PAM: human CHRM1 positive allosteric modulation; P11229; CHO-K1 hM1, Fluo-8 calcium fluorescence, ACh EC20; 0% = ACh EC20, 100% = maximal ACh; activation, % at 3 µM; 360,000 compounds, 0.088% hits; AID 588819; in the data active means activation above about 19%, passing the limit was not always enough
* marks the source's active call; other numbers are inactive results; . = not tested or not shown.

#	structure	M5 PAM	CRFR2-BP antag	CHRM4 antagonist	M4 ag	M4 PAM	CHRM5 antagonist	M5 ag	CRFR2-BP ag	M1 PAM
1	Cc1ccc(C(=O)O/N=C2\CCCc3ccccc32)cc1	5	-37	5	-3	13	2	-3	1.2	-5
2	CO/N=C(/CNC(=O)c1cccc(Cl)c1)c1ccc(Cl)cc1	-10	-3	0	-3	-4	-5	-6	1.0	-1
3	CCN(CC)C(=O)COc1ccc2c(c1)C(=O)CC(C)(C)O2	10	8	-3	1	11	-9	1	0.7	12
4	CC(C)[C@H](NC(=O)[C@@H]1Cc2ccccc2CN1C(=O)OC(C)(C)C)C(=O)NCC1CCC(C(=O)O)CC1 (stereo partly specified)	-2	2	-4	1	2	-2	1	-0.6	5
5	Cc1c(-c2ccccc2)c(P(=O)(N2CCOCC2)N2CCOCC2)c2ccccn12	4	-15	1	1	7	1	2	0.9	7
6	N#Cc1ccccc1NC(=S)Nc1ccc(F)cc1	8	-2	2	2	8	-6	2	-1.3	-1
7	CCn1cc(CN2CCN(Cc3ccsc3)C(CCO)C2)cn1 (stereo unspecified)	8	14	-3	1	1	9	3	-2.1	14
8	Cc1ccc(NC(=O)C2C3/C=C\CCCCC32)cc1 (stereo unspecified)	0	8	-6	0	1	0	-3	-1.4	8
9	CCOC(=O)c1c(C)[nH]c(C)c1S(=O)(=O)N1CCN(c2ccc([N+](=O)[O-])cc2)CC1	2	-8	1	8	-2	5	-2	-1.2	5
10	COc1ccc(N(CC(=O)O)S(=O)(=O)c2c(C)n[nH]c2C)cc1	0	5	-11	1	-2	-5	2	1.3	2
11	Cc1sc2ncnc(OCc3nnc(-c4cccs4)o3)c2c1C	-1	-13	1	4	-1	12	2	0.6	10
12	O=C(c1cc(=O)c2ccccc2o1)N1CCCc2ccccc21	3	-1	5	1	-1	2	-6	-3.3	-1
13	Cc1ccc(C(=O)Nc2cccc3cccnc23)cc1Br	-5	1	5	0	-4	0	1	0.4	6
14	CCOC(=O)/C(C#N)=C\C1=C(N2CCOCC2)CC(C)(C)OC1	-4	-13	3	1	0	-7	-1	-0.5	14
15	Cc1ccc(C)c(CSc2nnc(-c3ccccn3)n2N)c1	4	8	7	0	2	1	-4	-0.9	8
16	COc1ccc(C(=O)NCCc2ccccc2F)cc1OC1CCN(C(C)=O)CC1	-2	-9	-5	6	-2	7	-3	0.6	4
17	COc1ccc2[nH]c3c(N4CCc5ccccc5C4)ncnc3c2c1	-18	-22	19	25	-15	8	2	-1.4	-8
18	COC(=O)C1CCN(c2ccc(C(N)=O)cc2[N+](=O)[O-])CC1	-13	-13	10	3	-7	20	1	-0.4	-4
19	COc1ccc(OC2C(=O)N(CCc3ccc(OC)c(OC)c3)C2c2ccc3c(c2)OCO3)cc1 (stereo unspecified)	-16	34	-1	8	-8	8	-2	4.1	-3
20	CCCc1cc(=O)[nH]c(SCC(=O)N2CCN(S(=O)(=O)c3ccccc3)CC2)n1	-2	2	-2	1	0	-4	-2	0.1	7
21	CCc1cc(C(=O)N2CCCC(CO)(Cc3ccc(F)cc3)C2)n(C)n1 (stereo unspecified)	8	-17	-23	3	8	-9	-2	3.1	11
22	COc1cccc(C(=O)N2CCN=C2SC)c1	8	0	-5	2	2	7	0	-2.1	7
23	Cc1nn(-c2ccccc2)c(C)c1/C=N/N1CCN(c2ccccc2)CC1	-4	28	1	0	-1	4	-2	-0.2	-1
24	CC1Cc2ccccc2C(=O)N1 (stereo unspecified)	-3	-19	-4	0	0	-1	0	3.5	7
25	COCCCn1c(C)nnc1SCC(=O)NCc1ccco1	-4	-14	1	1	-4	5	3	2.5	-6
26	O=C(c1cc2ccccc2o1)N1CCC(N2CCC(C(=O)N3CCCC3)CC2)CC1	-1	8	-18	0	9	4	-3	2.1	-10
27	CC1CN(C(=O)/C=C/c2ccccc2Cl)CC(C)O1 (stereo unspecified)	-1	-7	6	1	-1	8	0	-0.5	8
28	O=C(COC(=O)CCc1nc2ccccc2c(=O)[nH]1)Nc1ccc(N2CCOCC2)cc1	1	-8	3	1	0	-5	2	2.6	5
29	O=C(Nc1ccccc1Br)c1cc[n+]([O-])cc1	2	-14	4	2	2	7	-2	0.4	13
30	CC(=O)Nc1ccc(OC(=O)c2c(-c3ccccc3Cl)noc2C)cc1	0	-21	11	3	-3	2	2	-3.3	-2
31	O=C(CNC(=O)c1cccc(S(=O)(=O)N2CCc3ccccc32)c1)Nc1ccccc1Br	-4	-22	3	9	-3	8	0	2.0	-8
32	COc1ccc2c(c1)C(=NNc1ccc(C(=O)O)cc1)c1cc(OC)ccc1-2	2	2	-1	1	-1	-3	1	-0.2	9
33	CCc1nc(SCc2ccc(OCC(C)C)cc2)n[nH]1	-12	9	-12	7	-7	7	2	1.9	-3
34	C/C=C(\C)CN1CCC(n2nccc2NC(=O)CCCc2ccccc2)CC1	2	13	-5	1	-2	-6	-3	-1.3	2
35	COc1ccc(C(=O)NC(=S)N2CCN(c3ccccc3OC)CC2)cc1OC	-4	-9	-1	-1	1	8	-8	-2.4	10
36	CCCCOCCCN1CC(=O)N2C(C)c3[nH]c4ccccc4c3C[C@H]2C1=O (stereo partly specified)	-6	-6	6	3	-3	5	-1	-0.4	0
37	COc1cc(OC)c(S(=O)(=O)NC(C)C)cc1S(=O)(=O)NC(C)C	7	-5	2	1	2	3	-1	-4.2	4
38	COc1ccc(NC(=O)c2ccc(S(=O)(=O)N(C)C)cc2)cc1	-3	-13	-8	1	-3	-2	-4	0.9	2
39	COc1ccc(S(=O)(=O)N2CCN(CC(=O)Nc3ccccc3OC)CC2)cc1	6	3	5	0	1	-9	-3	1.8	10
40	NC(=NC1CCCCC1)c1ccc(Cl)cc1	-8	-4	5	0	-5	0	-5	0.8	-1
41	COc1ccc(S(=O)(=O)N(CCc2ccccc2)CC(=O)O)cc1OC	1	-11	-2	1	4	-6	0	-0.7	-11
42	Brc1cnc(N2CCOCC2)nc1N1CCCCC1	6	1	-1	1	3	-8	-1	0.0	15
43	COc1ccc(C(=O)COC(=O)c2sc(C)nc2C)cc1Cl	-19	-13	-6	12	1	2	8	0.3	-11
44	O=C(CSc1nc2cc(Cl)c(Cl)cc2[nH]1)c1ccc2c(c1)OCO2	0	24	-7	0	-19	-2	1	1.2	3
45	O=C(Cn1ccc(=O)[nH]c1=O)c1ccc([N+](=O)[O-])o1	-1	7	-17	0	12	3	0	-0.6	8
46	Cc1ccc(SCC(=O)Nc2cc(S(=O)(=O)N3CCCCC3)ccc2C)cc1	-10	1	8	4	-4	13	-2	0.1	-4
47	CCCCc1ccc(-c2ccc(Br)cc2)nc1	-4	-29	8	0	1	13	0	1.9	1
48	O=C(Nc1cccc(Br)c1)c1cc2ccccc2o1	-4	12	-16	-3	2	-2	-4	-0.5	-9
49	O=C(NCCN1CCC(n2c(=O)[nH]c3ccccc32)CC1)c1ccc(F)cc1F	5	.	-2	4	3	5	-3	.	.
50	COc1ccc(CNC(=O)C/C(C)=N/NC(=O)COc2cccc(C)c2)cc1	-3	5	3	1	-4	8	0	-1.0	11
51	O=C(NN1C(=O)C2C3C=CC(C3)C2C1=O)c1cccc(Cl)c1 (stereo unspecified)	0	-16	2	0	3	-1	-1	-0.5	8
52	Cc1cccc(NS(=O)(=O)c2ccc(NC(=O)N3CCCCC3)cc2)c1	-6	-4	-7	9	1	19	4	1.0	2
53	CCCN(CCC)S(=O)(=O)c1ccc(Cl)c([N+](=O)[O-])c1	-7	47	-9	-2	2	10	-7	1.3	2
54	O=C(Cn1ccc([N+](=O)[O-])n1)c1ccccc1	-2	14	-9	2	6	-5	-2	-0.9	7
55	CN(C)/C=C(\C#N)C(=O)Nc1ccc(F)cc1	-5	-4	3	0	-7	-6	-1	-0.5	-1
56	COc1ccc(NC(=O)c2cc(-c3ccc4c(c3)OCO4)on2)cc1	3	2	-10	-1	-1	1	-1	0.5	-1
57	CCOC(=O)[C@H]1[C@H]2COc3ccc(Cl)cc3[C@@H]2N2C(=O)c3ccc(F)cc3NC(=O)[C@@]12C	-6	-2	9	2	-2	5	-2	-2.3	1
58	Oc1oc(-c2ccco2)nc1C=Nc1ccccc1	5	11	-3	3	0	-4	0	-3.8	10
59	CCOC(=O)c1sc(NC(=O)CSc2nccc(C)n2)c(C#N)c1C	-1	4	-3	0	5	-2	-2	0.7	3
60	CCOC(=O)CNc1nc(Cl)c(C#N)s1	2	7	4	3	6	0	-4	-0.6	5

Carrying on.
#	structure	M5 PAM	CRFR2-BP antag	CHRM4 antagonist	M4 ag	M4 PAM	CHRM5 antagonist	M5 ag	CRFR2-BP ag	M1 PAM
61	O=C1c2ccccc2C(Nc2ccc(S(=O)(=O)N3CCCCCC3)cc2)N1c1ccccn1 (stereo unspecified)	-2	0	-14	1	5	0	1	1.4	-1
62	O=C(NCc1cccc2ccccc12)c1cccs1	-2	7	-9	2	0	4	-1	-1.3	10
63	COc1ccccc1NS(=O)(=O)c1cccc(C(=O)NNC(=O)C(C)NC(=O)c2ccco2)c1 (stereo unspecified)	7	-3	-1	1	1	1	4	-0.6	4
64	COc1ccc(NC2=NCC(=O)N2c2ccccc2F)cc1	-3	10	9	0	-2	8	-5	0.5	2
65	CCOC(=O)Cc1c(C)[nH]n(-c2ccccc2)c1=O	4	2	0	1	3	-8	-3	0.5	3
66	COc1ccc(CN(C2CCCC2)S(=O)(=O)c2ccc(-n3cnnn3)cc2)cc1	-11	24	-5	4	-14	4	-8	7.1	-2
67	CC(C)(C)NC(=O)CN(C(=O)c1csnn1)c1ccccc1-c1ccccc1	-2	-13	-21	2	3	-8	-1	5.1	11
68	CCOC(=O)c1cnc2c(cnn2C)c1Oc1ccc(OC)cc1	0	-5	-1	1	8	4	-1	-0.6	11
69	COCCNC(=O)CS(=O)Cc1nc(-c2ccc(Cl)cc2)oc1C (stereo unspecified)	-11	10	1	14	-11	12	2	-2.0	-11

Exported with two lines to a compound: six of the compounds above.
Each structure is followed by: M5 PAM, CRFR2-BP antag, CHRM4 antagonist, M4 ag, M4 PAM, CHRM5 antagonist, M5 ag, CRFR2-BP ag, M1 PAM
[64] COc1ccc(NC2=NCC(=O)N2c2ccccc2F)cc1
 : -3, 10, 9, 0, -2, 8, -5, 0.5, 2
[69] COCCNC(=O)CS(=O)Cc1nc(-c2ccc(Cl)cc2)oc1C (stereo unspecified)
 : -11, 10, 1, 14, -11, 12, 2, -2.0, -11
[62] O=C(NCc1cccc2ccccc12)c1cccs1
 : -2, 7, -9, 2, 0, 4, -1, -1.3, 10
[63] COc1ccccc1NS(=O)(=O)c1cccc(C(=O)NNC(=O)C(C)NC(=O)c2ccco2)c1 (stereo unspecified)
 : 7, -3, -1, 1, 1, 1, 4, -0.6, 4
[65] CCOC(=O)Cc1c(C)[nH]n(-c2ccccc2)c1=O
 : 4, 2, 0, 1, 3, -8, -3, 0.5, 3
[68] CCOC(=O)c1cnc2c(cnn2C)c1Oc1ccc(OC)cc1
 : 0, -5, -1, 1, 8, 4, -1, -0.6, 11
